# IDE act: boosts human insulin-degrading enzyme activity in HEK cells; 340,000 compounds, 0.073% hits; AID 493087; FAbeta-B cleavage, fluorescence polarization; 0% vehicle, 100% cell-free pure enzyme wells; activation, % at 5.96 µM;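 active = activation above the mean of all tested compounds plus 3 SD, set per screening campaign, cut at about 17% in these data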
# Target sequence (P14735 whole entry, looked up): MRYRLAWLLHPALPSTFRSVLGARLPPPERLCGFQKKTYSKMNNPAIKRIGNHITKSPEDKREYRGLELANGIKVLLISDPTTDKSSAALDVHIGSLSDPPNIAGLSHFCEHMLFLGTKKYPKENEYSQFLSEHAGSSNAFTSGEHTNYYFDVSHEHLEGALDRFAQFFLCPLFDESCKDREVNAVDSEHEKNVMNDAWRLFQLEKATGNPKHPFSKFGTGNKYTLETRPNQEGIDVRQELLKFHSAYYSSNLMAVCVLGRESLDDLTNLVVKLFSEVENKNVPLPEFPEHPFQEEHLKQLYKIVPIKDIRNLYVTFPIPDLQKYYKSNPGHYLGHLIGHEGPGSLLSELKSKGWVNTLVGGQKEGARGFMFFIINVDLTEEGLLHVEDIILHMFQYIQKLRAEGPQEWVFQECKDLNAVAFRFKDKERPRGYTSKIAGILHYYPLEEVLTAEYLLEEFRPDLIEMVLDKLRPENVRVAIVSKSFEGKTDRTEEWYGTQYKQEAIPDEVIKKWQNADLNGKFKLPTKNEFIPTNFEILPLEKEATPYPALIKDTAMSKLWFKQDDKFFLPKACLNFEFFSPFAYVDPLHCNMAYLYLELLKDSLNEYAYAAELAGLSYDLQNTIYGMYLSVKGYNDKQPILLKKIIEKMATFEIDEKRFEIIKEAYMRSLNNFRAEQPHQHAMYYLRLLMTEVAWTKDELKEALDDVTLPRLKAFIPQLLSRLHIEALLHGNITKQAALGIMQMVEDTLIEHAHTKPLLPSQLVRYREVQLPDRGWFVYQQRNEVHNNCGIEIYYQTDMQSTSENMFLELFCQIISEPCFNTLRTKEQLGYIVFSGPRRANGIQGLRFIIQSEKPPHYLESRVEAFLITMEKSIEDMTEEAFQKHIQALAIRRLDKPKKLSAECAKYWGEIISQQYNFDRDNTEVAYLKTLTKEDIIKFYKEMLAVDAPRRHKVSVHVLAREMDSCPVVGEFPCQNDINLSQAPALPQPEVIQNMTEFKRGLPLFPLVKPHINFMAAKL
# * = called active by the depositor.
SMILES,IDE act
CC1CCC2(CC1)NC(=O)N(CC(=O)NCCc1ccc(F)cc1)C2=O (configuration not stated),2.7
CCCCn1c(=NC(C)=O)c(C#N)cc2c(=O)n3cccc(C)c3nc21,6.4
COC(=O)[C@]1(Cc2ccccc2)N[C@H](CN(C)C(=O)Nc2ccc(C(F)(F)F)cc2)[C@@H]2C(=O)N(C)C(=O)[C@@H]21,3.8
COc1ccc(Cl)cc1NC(=S)NC(=O)c1ccco1,14.5
CN(C(=O)C1CCCCN1S(=O)(=O)c1ccccc1)c1ccccc1 (configuration not stated),0.9
COCC(=O)Nc1ccc(N2CCCC2)c(S(=O)(=O)Nc2ccccc2OC)c1,-0.7
COc1ccccc1C(=O)COC(=O)CN1C(=O)C2CC=CCC2C1=O (configuration not stated),3.0
COc1ccccc1N1CC(C(=O)Nc2ccccc2N2CCCC2)CC1=O (configuration not stated),4.1
COc1ccc(NC(=O)COc2ccc(-c3ccccc3)cc2)cc1,1.6
CSc1ccc(S(=O)(=O)NCC(=O)OCC(=O)N2CCC(C)CC2)cc1[N+](=O)[O-],-5.0
COCc1cccc(C2=CC(=O)C[C@H](c3ccc(OC)cc3)C2)c1,1.9
O=C(COC(=O)c1ccc(Cl)nc1)Nc1ccc2ccccc2c1,-0.1
CCCCNC(=O)CSc1ccc(S(=O)(=O)N2CCOCC2)cn1,0.2
O=C(NCCNCC(O)COc1ccc(O)cc1)N1CCOCC1 (configuration not stated),0.5
O=C(Nc1ncccc1O)C1CCN(S(=O)(=O)c2ccc3ccccc3c2)CC1,4.6
CCc1noc(C)c1C(=O)N1CCN(S(=O)(=O)c2ccc(C(C)C)cc2)CC1,0.9
CC(=O)C[C@H](O)CC(=O)[C@H]1OC(=O)CCCCCCCCc2ccccc21,2.7
CN(C)CC1CC/C(=C\c2ccc(O)cc2)C1=O (configuration not stated),-8.6
CCOc1ccccc1NC(=O)CSc1nc(=O)n(CCN2CCOCC2)c2c1CCCC2,0.1
Cc1ccc(S(=O)(=O)N2CCN(C(=O)CN(Cc3ccco3)Cc3cccs3)CC2)cc1,7.9
CC(=O)c1cccc(S(=O)(=O)NCCCN2CCOCC2)c1,3.1
CCOc1ccc(NS(=O)(=O)c2ccc(C(=O)N3CCCC3)cc2)cc1,4.3
CC(C)(C)c1ccc(OCC(O)CN2CCOCC2)cc1 (configuration not stated),6.1
CCCCn1c(N)c(N(CCOC)C(=O)C2CCN(C(=O)c3ccc(F)cc3)CC2)c(=O)[nH]c1=O,2.4
COc1ccccc1C(=O)NC(=O)CSc1nncn1C(C)C,2.0
Cc1nn(-c2ccccc2)c(N2CCCC2)c1/C=N/NC(=S)Nc1ccc(F)cc1,9.7
Cc1ccc(C)c(C(C)NC(=O)C2CC=CCC2C(=O)O)c1 (configuration not stated),-0.3
O=C(CN1CCN(S(=O)(=O)c2cccc(Br)c2)CC1)N1CCCCC1,-13.7
COc1cc(OC)cc(C(=O)N2CCN(S(=O)(=O)c3ccc(Cl)s3)CC2)c1,5.2
CCOC(=O)c1cc2c(c(CCO)n1)[C@H](CCO)N(S(=O)C(C)(C)C)C2 (some centres not stated),2.5
CC(C)C[C@@H](CNCC(=O)[C@H](Cc1ccccc1)NC(=O)c1[nH]cnc1C(=O)N[C@@H](C)CN)NC(=O)c1nc[nH]c1C(=O)N[C@@H](CC(=O)O)C(=O)O,2.0
O=C(NCCS(=O)(=O)NC1CCCC1)c1ccc(F)cc1,2.5
C=CCN1C(=O)c2ccc(C(=O)N(C)CC(=O)Nc3ccccc3Cl)cc2C1=O,-1.2
CCCCC[C@@H]1C=C(C(=O)O)[C@H](c2ccc(Cl)c(Cl)c2)N1S(=O)(=O)c1ccc(C)cc1,4.4
COc1ccccc1-c1nn(-c2ccccc2)cc1C(=O)N1CCN(C(=O)c2ccco2)CC1,1.4
Cc1ccc(NC(=O)C/C(N)=N/OC(=O)Nc2ccc(C)c(Cl)c2)cc1,1.0
Cc1ccc(NC(=O)c2ncn(CC(=O)NCc3ccc4c(c3)OCO4)n2)cc1C,4.1
O=C(CN1C(=O)NC2(CCCCC2)C1=O)Nc1ccccc1N1CCCC1,7.2
COc1ccc(Cl)cc1C(=O)NCC(=O)OCc1ccccc1,-11.8
Cc1ccc(N2CC(C(=O)OCC(=O)Nc3ccc(Cl)cc3)CC2=O)cc1 (configuration not stated),2.3
Cc1ccc(S(=O)(=O)N(C)c2ccc3c(ncn3C)c2[N+](=O)[O-])cc1,0.6
CC1(C)CC(=O)C=C(Nc2cccc(Cl)c2Cl)C1,-6.9
O=C(NC1CCCCC1)c1ccc(-n2cncn2)c([N+](=O)[O-])c1,6.9
CC(Sc1nnc(C2CC2)n1C)C(=O)Nc1ccc2c(c1)CCC2 (configuration not stated),-3.1
COc1ccccc1C(=O)NCCC(=O)N(C)CC(=O)Nc1ccc(C)cc1,-2.4
CN1CCN(c2cc(-c3cc(O)c4ncccc4c3)ccn2)CC1,-0.2
Cc1c(NC(=O)CSc2nc(N)cc(N)n2)c(=O)n(-c2ccccc2)n1C,0.0
CCCN(C(=O)CSc1ncnc2sccc12)c1c(N)n(Cc2ccccc2)c(=O)[nH]c1=O,3.8
COc1ccc(-c2cc(C(=O)OCC(=O)NC3CC3)c3ccccc3n2)cc1OC,-2.4
CC(NC(=O)c1ccccc1)C(=O)OCC(=O)Nc1cccc(S(=O)(=O)N2CCCC2)c1 (configuration not stated),-2.9

# In the list so far, two have a tert-butyl group:
SMILES,IDE act
CC(C)(C)c1ccc(OCC(O)CN2CCOCC2)cc1 (configuration not stated),6.1
CCOC(=O)c1cc2c(c(CCO)n1)[C@H](CCO)N(S(=O)C(C)(C)C)C2 (some centres not stated),2.5

# (next part)
SMILES,IDE act
CC(=O)Nc1ccc(C=NNc2nnc(NN=Cc3ccc(NC(C)=O)cc3)c3ccccc23)cc1,2.4
COc1ccccc1-c1cccc([C@@H]2C[C@H]3[C@H](CON3C)CN2C(C)=O)c1,2.9
Cc1ccc(NC(=O)CNNC(=O)c2cccc([N+](=O)[O-])c2)cc1[N+](=O)[O-],4.7
COc1ccc(C(=O)N2CCC2)cc1S(=O)(=O)NCc1ccc(Cl)cc1,0.1
O=C(CCS(=O)(=O)c1ccc(Cl)cc1)Nc1nnc(-c2cccs2)o1,1.9
CCCn1c(N)c(C(=O)COC(=O)COc2ccc(Cl)c(C)c2)c(=O)n(C)c1=O,-1.4
Cc1ccc(S(=O)(=O)N2CCCC2CNC(=O)C(=O)NCCN2CCOCC2)cc1 (configuration not stated),2.2
C[C@@H]1CN([C@@H](C)CO)C(=O)c2cccc(NC(=O)C3CCOCC3)c2O[C@H]1CN(C)S(=O)(=O)c1ccc(Cl)cc1,-9.4
Cc1nc(SCc2nc3ccc([N+](=O)[O-])cc3[nH]2)c2oc3ccccc3c2n1,3.4
O=C(NCCC1CCCCN1S(=O)(=O)c1ccc(F)cc1)C(=O)NCCN1CCOCC1 (configuration not stated),5.7

# As a short view, part of the list above.
SMILES,IDE act
Cc1nc(SCc2nc3ccc([N+](=O)[O-])cc3[nH]2)c2oc3ccccc3c2n1,3.4
O=C(NCCC1CCCCN1S(=O)(=O)c1ccc(F)cc1)C(=O)NCCN1CCOCC1 (configuration not stated),5.7

# The results go on:
SMILES,IDE act
COC(=O)CCCNC(=O)c1ccc(OS(=O)(=O)c2cc([N+](=O)[O-])ccc2C)cc1,5.5
COc1ccc(-c2cc(C(=O)N3CCN(c4ncccn4)CC3)c3ccccc3n2)cc1OC,-5.7
N#CC1(C#N)OC12CCS(=O)(=O)c1ccccc12 (configuration not stated),-0.2
Nc1nc(SCC(=O)c2ccc(Cl)cc2)c2ncn(C3OC(CO)C(O)C3O)c2n1 (configuration not stated),0.2
Cn1c(COc2ccc(Cl)cc2)nnc1SCC(=O)NC1CC1,-0.2
O=C(OCC(=O)N1CCCc2ccccc21)c1ccc(F)c(S(=O)(=O)N2CCOCC2)c1,2.4
COc1cc(C(=O)NCCC2=CCCCC2)ccc1OCc1c(C)noc1C,0.5
COc1ccc(NC(=O)Nc2ccc3c(c2)C(=O)N([C@H](C)CO)C[C@H](C)[C@@H](CN(C)C(=O)NC(C)C)O3)cc1,5.3
Cc1cc(C)n2nc(SC(C)C(=O)N3CCOCC3)nc2n1 (configuration not stated),-0.9
Cc1ccccc1-c1nn(-c2ccccc2)cc1C(=O)NCC(c1ccco1)N1CCCC1 (configuration not stated),4.3
Nc1ncnc2c1ncn2[C@@H]1O[C@H](CNS(=O)(=O)CCCCl)[C@@H](O)[C@H]1O,5.2
O=C(Cc1ccc(NC(=O)C2CCN(C(=O)C3CCCC3)CC2)cc1)Nc1ccc(C(=O)N2CCOCC2)cc1,3.9
CC[C@]12C(=O)N(C)C[C@H]([C@@H]3C(=O)N(Cc4ccccc4)C(=O)[C@@H]31)N2C(=O)c1ccc(F)cc1,1.4
CCN(CC(=O)Nc1cc(Cl)ccc1C)C(=O)CCc1nc2ccccc2c(=O)[nH]1,3.0
O=C(COC(=O)c1ccccc1NCCO)Nc1ccc(S(=O)(=O)NC2=NCCCCC2)cc1,9.6
COc1cc2oc(=O)cc(-c3ccc(-c4ccc(C#N)cc4)cc3)c2c(OC)c1OC,-0.7
CCCc1cc(=O)[nH]c(SCC(=O)Nc2ccc(OCc3ccccc3)cc2)n1,0.1
N#CC1(NC(=O)COc2ccc3ccc(=O)oc3c2)CCCCC1,3.7
Cc1ccc(NC(=O)CN(C)C(=O)C(C)N2CCN(Cc3ccccc3C)CC2)cc1 (configuration not stated),6.4
Cc1cc(C)n2nc(C(=O)OCC(=O)N(C)Cc3ccccc3)nc2n1,4.2

# 4 of the compounds above, field by field.
CCN(CC(=O)Nc1cc(Cl)ccc1C)C(=O)CCc1nc2ccccc2c(=O)[nH]1
  IDE act: 3.0
O=C(COC(=O)c1ccccc1NCCO)Nc1ccc(S(=O)(=O)NC2=NCCCCC2)cc1
  IDE act: 9.6
COc1cc2oc(=O)cc(-c3ccc(-c4ccc(C#N)cc4)cc3)c2c(OC)c1OC
  IDE act: -0.7
CCCc1cc(=O)[nH]c(SCC(=O)Nc2ccc(OCc3ccccc3)cc2)n1
  IDE act: 0.1

# Next compounds.
SMILES,IDE act
O=S(=O)(NCCc1c[nH]c2ccccc12)c1ccc(F)cc1,-4.1
CCCCN1C(=O)C(=O)N(CC(=O)Nc2sc(C)c(CC)c2C(=O)OCC)C1=O,1.3
O=C(C[C@@H]1C/C=C\CCCC(=O)OC[C@@H]2CCCN2C1=O)N[C@@H](CO)Cc1ccccc1,5.2
COc1ccc(CNC(=O)C(=O)NCC2CCCN2S(=O)(=O)c2ccccc2)cc1 (configuration not stated),0.5
CC(=O)CCC1CC(c2ccc(Cl)cc2)=NO1 (configuration not stated),4.7
CC(=O)CC(CC(=O)NC1CCCCC1)c1ccccc1 (configuration not stated),-1.7
COc1ccc(NC(=O)COc2cc(C)cc(C)c2)cc1S(=O)(=O)N1CCCCC1,-2.3
CC(=O)c1ccc(S(=O)(=O)N(C)CC(=O)Nc2cccc(S(=O)(=O)N3CCCC3)c2)cc1,1.7
C#CCCc1cocc1/C=[N+](\[O-])c1ccc(C(=O)OCC)cc1,7.0
CC(=O)Nc1ccc(NC(=O)C(C)OC(=O)CNC(=O)c2ccc(-c3ccccc3)cc2)cc1 (configuration not stated),2.9
Cc1c(C=NNC(=O)c2ccc(Br)cc2)c2ccccn2c1C(=O)c1ccncc1,0.5
NS(=O)(=O)c1cccc(NC(=O)COC(=O)Cn2cc(C(F)(F)F)ccc2=O)c1,2.7
COCCN(Cc1ccccc1)C(=O)Cc1ccc(OC)c(S(=O)(=O)N2CCOCC2)c1,1.5
CC(NCC(=O)Nc1ccccc1C(=O)NC1CC1)c1cccs1 (configuration not stated),1.4
CCOc1ccc(S(=O)(=O)Nc2ccccc2C(=O)N(C)C2CCN(C)CC2)cc1,0.3
NC(=O)N/N=C/c1ccc([N+](=O)[O-])o1,1.3
C[C@H](CO)N1C[C@H](C)[C@@H](CN(C)C)Oc2c(NC(=O)CCC(F)(F)F)cccc2C1=O,-4.4
Cc1cc(C(=O)CSc2nnc(C3CC3)n2C2CC2)c(C)n1C(C)C,0.0
S=C(NCc1ccccc1)C(=S)NCc1ccccc1,3.2
CCCc1cc(=O)[nH]c2nnc(SCC(=O)Nc3nnc(SCC)s3)n12,3.7
O=C(CCc1nc2ccccc2c(=O)[nH]1)Nc1nnc(SCc2ccccc2)s1,3.4
Cc1cc(NC(=O)C(C)SCC(=O)OCc2ccc(Cl)cc2Cl)no1 (configuration not stated),1.2
Cc1cc(C)n2nc(C(=O)OCC(=O)c3ccccc3)nc2n1,8.5
Cc1ccc(S(=O)(=O)N(C)C)cc1NC(=O)COC(=O)CNC(=O)C12CC3CC(CC(C3)C1)C2,5.3
CCCCn1c(N)c(N(CCOC)C(=O)c2c(-c3ccccc3)noc2C)c(=O)[nH]c1=O,1.5
C=CC[C@@H](CC(=O)OC(C)(C)C)C(=O)OC[C@@H]1CCCN1C(=O)[C@@H](CC=C)CC(=O)N[C@@H](CO)Cc1ccccc1,1.8
N#Cc1ccccc1S(=O)(=O)N1CCN(C(=O)C2CCC2)CC1,-1.9
Cn1c(SCC(=O)NCCc2ccccc2)ncc(C(=O)Nc2ccc(F)cc2)c1=O,0.1
COCCN(C(=O)CSc1n[nH]c(-c2ccccc2)n1)c1c(N)n(Cc2ccccc2)c(=O)[nH]c1=O,4.3
O=C(COC(=O)[C@H](Cc1ccccc1)NC(=O)c1ccco1)Nc1ccccc1OC(F)F,-1.2
CCc1ccc(C(c2ccc(CC)cc2)C(Cl)Cl)cc1,-0.2
C#CCOCCOCCOCCNc1nc(N2CCN(C(=O)Cn3cc(CCCCN)nn3)CC2)nc(N2CCN(C(=O)[C@H](CCCCN)n3cc(CCC(=O)O)nn3)CC2)n1,-2.4
CC1(c2ccccc2Cl)NC(=O)N(CC(=O)c2ccc3c(c2)OCO3)C1=O (configuration not stated),2.2
CC1CCCCN1C(=O)COC(=O)c1cc([N+](=O)[O-])ccc1N (configuration not stated),2.1

# Of the compounds above, 4 have a COOH group.
SMILES,IDE act
Cc1ccc(C)c(C(C)NC(=O)C2CC=CCC2C(=O)O)c1 (configuration not stated),-0.3
CC(C)C[C@@H](CNCC(=O)[C@H](Cc1ccccc1)NC(=O)c1[nH]cnc1C(=O)N[C@@H](C)CN)NC(=O)c1nc[nH]c1C(=O)N[C@@H](CC(=O)O)C(=O)O,2.0
CCCCC[C@@H]1C=C(C(=O)O)[C@H](c2ccc(Cl)c(Cl)c2)N1S(=O)(=O)c1ccc(C)cc1,4.4
C#CCOCCOCCOCCNc1nc(N2CCN(C(=O)Cn3cc(CCCCN)nn3)CC2)nc(N2CCN(C(=O)[C@H](CCCCN)n3cc(CCC(=O)O)nn3)CC2)n1,-2.4

# The list is partial; the hit share may differ from the screen's.
